DENV2 CPE: inhibitors of DENV2 cytopathic effect, primary screen, cell-based, plate reader, single concentration; CPE inhibition, % at 9.99 µM; DENV2-infected cells, cytopathic effect rescue; hit rate 1.7% among 350,000; AID 651640, 2012; in the data active = CPE inhibition above about 20%, passing the limit was not always enough; inconclusive = no clear call, values can overlap the other calls; tested in BHK-21 cells;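 also: 0% = median of neutral control wells and 100% = median of positive control wells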
XiGFP reactiv: activators of inactive X chromosome reactivation, primary screen, imaging, XiGFP fibroblasts, GFP high-content imaging, set 2. AID 743238, 2013. activation, % at 7.58 µM. XiGFP mouse fibroblasts, % GFP-positive cells imaging, 3 d; cells co-treated with 5-aza-dC sensitizer; scaled so ellipticine positive control = 100%. hit rate 0.055% among 360,000;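 active = mean normalized replicate activation at least 10% and every replicate at or above 10%; inconclusive = only one of the two criteria met; inactive = mean below 10% and not all replicates reach 10%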;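 also: 0% = median of on-plate neutral control wells and 100% = ellipticine 6 µM median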
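assay system = SV40-immortalized XiGFP fibroblast cells, line 68-5-11 | buffer or medium = DMEM plus 5-aza-dC sensitizer | doses = single-point pinned compound dosing | times = 3-day compound exposure, then 15 min fixation at room temperature | benchmarks = positive control ellipticine, 6 µM final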
CFTR F508del cor: F508del CFTR correction, initial screen, CFBE line, single point; activity (quench increase), % at 7.58 µM; AID 720511, 2013; CFBE cells, YFP halide quenching; stimulated with forskolin plus potentiator P3; % fluorescence drop versus neutral controls; hit rate 0.36% among 350,000;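 active = mean added fluorescence quench of at least 8% versus neutral control, with both replicates also reaching 8%; inconclusive = only one of the mean or replicate conditions met; inactive = mean below 8% and not both replicates reaching 8%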;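 also: cells transiently co-express mutant CFTR-F508del with the halide-sensitive YFP; corrector assay measuring rescue of mutant channel to the surface after 24 h compound exposure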
E-selectin induc: E-selectin induction in HUVECs, primary screen, imaging, HUVEC, immunofluorescence imaging, single point; P16581; normalized: neutral wells 0, TNF-alpha wells 100; activation, % at 7.58 µM; hit rate 0.37% among 260,000;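 active = mean E-selectin-positive cell signal at least 10% of the positive control, reached in at least 60% of replicates, without over 20% cell loss; inconclusive = no rule given, readout overlaps actives, possibly toxicity-flagged; inactive = the rest, including those meeting only one limit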;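 also: in these data hits start at about 27%; measured in HUVEC primary endothelial cells; signal is the percent of cells scored E-selectin positive by PE staining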
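System: HUVEC, human umbilical vein endothelial cells; quantity: 3,000 cells/well; buffer or medium: EGM-2 medium, gelatin-coated wells; dosing: single-point compound dose; detection: immunofluorescence imaging; evaluation: % PE-positive cells; benchmarks: TNF-alpha, DMSO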
CASP6 VEID inh: human caspase-6 inhibitors, primary screen, biochemical, VEID-R110 fluorescence, single point, set 2 | purified caspase-6, Z-VEID-R110 cleavage fluorescence | inhibition, % at 12.5 µM | hit rate 0.53% among 350,000;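 active = mean inhibition across replicates at least about 35%, with every replicate also reaching that limit, limit read from the data; inconclusive = only one of the two criteria met; inactive = neither criterion met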;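 also: 0% = median of neutral control wells and 100% = no fluorescence left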
Target sequence (P55212 24-179 limits assumed): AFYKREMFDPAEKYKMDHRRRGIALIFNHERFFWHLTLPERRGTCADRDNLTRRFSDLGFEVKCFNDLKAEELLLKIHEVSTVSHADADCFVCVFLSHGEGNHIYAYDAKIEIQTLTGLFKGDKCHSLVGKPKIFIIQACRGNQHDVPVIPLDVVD
Target sequence (P55212 194-293 limits assumed): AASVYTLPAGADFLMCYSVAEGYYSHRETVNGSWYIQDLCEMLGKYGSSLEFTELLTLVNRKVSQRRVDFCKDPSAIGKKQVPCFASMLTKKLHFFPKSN
RAD52 inh: RAD52 DNA annealing inhibitors, primary screen, biochemical, FRET, single point, set 2. recombinant RAD52 DNA annealing, FRET fluorescence. inhibition, % at 18.7 µM. hit rate 0.46% among 360,000;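 active = every replicate showing at least 50% inhibition; inconclusive = mean inhibition at least 50% but not in every replicate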
RAD54 inh: inhibitors of human RAD54 branch migration, primary screen, biochemical, fluorescence, single point; hit rate 0.14% among 360,000; AID 602329, 2012; inhibition, % at 10.4 µM; RAD54 Holliday junction branch migration, FAM/BHQ fluorescence; DNA repair and recombination protein RAD54-like (Homo sapiens), Q92698;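 active = mean normalized replicate activity at least 40 and at least half of replicates scoring 40 or more; inconclusive = only one of the two criteria met; inactive = mean below 40 and under half of replicates reaching 40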;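 also: 0% = median of neutral control wells and 100% = median of positive control wells; inhibitors cause a drop in the FAM fluorescence signal; in these data hits start at about 50%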
Target sequence (Q92698 whole entry, looked up): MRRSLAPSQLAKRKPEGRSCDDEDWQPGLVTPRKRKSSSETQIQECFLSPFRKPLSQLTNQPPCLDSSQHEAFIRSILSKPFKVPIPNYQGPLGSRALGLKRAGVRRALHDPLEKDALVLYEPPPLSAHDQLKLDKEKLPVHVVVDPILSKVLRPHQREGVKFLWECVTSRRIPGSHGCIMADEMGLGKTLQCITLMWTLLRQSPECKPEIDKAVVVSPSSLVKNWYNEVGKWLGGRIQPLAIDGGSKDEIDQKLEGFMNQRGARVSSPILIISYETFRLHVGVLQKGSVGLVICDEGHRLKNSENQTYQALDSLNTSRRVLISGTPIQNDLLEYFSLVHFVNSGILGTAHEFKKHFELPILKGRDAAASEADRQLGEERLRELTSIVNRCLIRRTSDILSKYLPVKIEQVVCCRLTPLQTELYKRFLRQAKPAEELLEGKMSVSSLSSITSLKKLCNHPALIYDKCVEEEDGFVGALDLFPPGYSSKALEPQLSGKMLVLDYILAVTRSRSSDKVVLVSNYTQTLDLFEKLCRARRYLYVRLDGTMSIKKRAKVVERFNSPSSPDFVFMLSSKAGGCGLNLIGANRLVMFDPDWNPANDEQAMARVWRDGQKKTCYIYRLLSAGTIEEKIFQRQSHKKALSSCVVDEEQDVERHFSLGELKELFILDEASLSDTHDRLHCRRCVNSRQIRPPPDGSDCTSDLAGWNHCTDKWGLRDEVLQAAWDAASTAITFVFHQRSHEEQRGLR
GSIS activator: GLuc luminescence reporter in INS-1E cells, primary screen for activators of glucose-dependent secretion of insulin; AID 743287, 2014; hit rate 0.61% among 370,000; INS-1E GLuc reporter insulin secretion, 2-3 h; activation, % at 16.6 µM;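 active = lowest replicate activation of at least 40%, so every replicate reaches that level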;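 also: 0% = median of neutral control wells and 100% = median of IBMX positive control wells; some compounds called inactive have numbers as strong as hits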
An asterisk follows results filed as active; ? = inconclusive; · = not tested or not shown.

Below each compound: DENV2 CPE | XiGFP reactiv | CFTR F508del cor | E-selectin induc | CASP6 VEID inh | RAD52 inh | RAD54 inh | GSIS activator
O=C(CCc1nnc2ccc(NCc3ccccc3)nn12)NCC1CCN(C2CCCC2)C1 (centres undefined)
    4 | 0.0 | -1.4 | · | -11 | -27 | 4 | 15
CC1CCCCC1NC(=O)c1ccc(-n2cncn2)cc1 (centres undefined)
    2 | 0.0 | -0.9 | 10 | 0 | -12 | -3 | 4
NNC(=O)c1[nH]c(-c2ccccc2)cc1-c1ccccc1
    -5 | 0.0 | 0.6 | 3.1 | -2 | -26 | -5 | 19
COc1ccccc1N1CCN(C(=O)c2ccc3c(=O)n4c(nc3c2)CCCCC4)CC1
    4 | -0.1 | 0.9 | · | -2 | -15 | -7 | -3
COc1cc(NC(=S)NCc2ccc(S(N)(=O)=O)cc2)c(OC)cc1Cl
    · | 0.0 | · | · | 2 | -5 | · | 8
COc1cc(OC)cc(C(=O)Nc2ccc3c(c2)n(C)c(=O)n3C)c1
    -1 | 0.0 | -0.9 | 0.4 | 2 | -8 | -1 | 19
Cc1cc(C(=O)CN2CCN(CC(=O)Nc3cccc(F)c3)CC2)c(C)n1C1CC1
    16 | 0.0 | 1.9 | -0.6 | 2 | -23 | 6 | -18
O=C(Nc1c2c(nn1-c1ccccc1)CS(=O)(=O)C2)c1ccc2c(c1)OCO2
    -8 | 0.4 | -3.4 | 0.5 | 5 | -11 | -10 | 6
CCS(=O)(=O)n1nc(-c2ccc(Cl)cc2)nc1N
    ? | 0.1 | 3.5 | 1.6 | -1 | -15 | 6 | 15
CO[C@@H]1CN(C)C(=O)c2cc(NC(=O)Cc3ccccc3)ccc2OC[C@@H](C)N(C(=O)c2ccccc2F)C[C@H]1C
    20 | 0.4 | 0.1 | 0.0 | -2 | -25 | -8 | -13
O=C(Nc1ccc(OC(F)F)cc1)c1cc(S(=O)(=O)N2CCOCC2)ccc1F
    1 | 0.0 | -2.5 | 1.4 | 32 | -7 | 2 | -2
Cc1cc(C(=O)Nc2cccc3c2O[C@H](CN(C)C(=O)Nc2c(C)noc2C)[C@@H](C)CN([C@@H](C)CO)C3=O)n(C)n1
    -5 | 0.0 | -1.8 | -0.1 | -3 | -3 | 0 | 4
CC(C)C#Cc1ccc2c(c1)O[C@H](CN(C)C(=O)c1ccccc1)[C@@H](C)CN([C@H](C)CO)S2(=O)=O
    ? | -0.8 | -5.0 | 0.0 | 1 | 7 | -2 | -25
O=C(NCc1ccco1)C1CCN(c2nnc(-n3cccc3)s2)CC1
    -2 | 0.3 | -1.0 | 0.0 | 1 | 1 | 2 | 11
O=C(c1ccc(-c2ccc([N+](=O)[O-])cc2)o1)N1CCCCCCC1
    4 | 0.0 | 0.8 | -0.7 | -4 | -24 | 1 | -21
Cn1cnnc1SCC(=O)NC1CCCC1
    -9 | 0.0 | -1.0 | -0.8 | 0 | 4 | -11 | 4
O=C(N[C@@H]1CC[C@H](CCNC(=O)C2CCC2)O[C@@H]1CO)c1ccccn1
    8 | -0.1 | 0.5 | 0.0 | -2 | -7 | -4 | -14
N#Cc1ccc(N2CCOCC2)nc1
    0 | 0.1 | 0.2 | · | -2 | -7 | · | 14
CCOc1ccc(N/C(SCc2cccc([N+](=O)[O-])c2)=C(/C#N)C(N)=O)cc1
    4 | 0.0 | -2.3 | -0.2 | -2 | -12 | · | -46
CCOc1cc(/C=C2/NC(=O)NC2=O)cc(Br)c1OCc1ccc(C(=O)O)cc1
    3 | 0.0 | 0.4 | -0.3 | 43* | -1 | · | 3

Below each compound: DENV2 CPE | XiGFP reactiv | CFTR F508del cor | E-selectin induc | CASP6 VEID inh | RAD52 inh | RAD54 inh | GSIS activator
S=C(NC1CCCCC1)N1CCN(c2ccccn2)CC1
    2 | 0.6 | · | 0.0 | -1 | -9 | · | 4
CO[C@@H]1CN(C)C(=O)c2cc(NS(C)(=O)=O)ccc2OC[C@@H](C)N(C(=O)CN(C)C)C[C@H]1C
    0 | 0.4 | -0.6 | -0.1 | -3 | 1 | -1 | 12
COc1cc(/C=N/O)c(Br)cc1OCC(=O)Nc1ccccc1C
    0 | 0.3 | 0.5 | · | 0 | -10 | -6 | 6
CCCS(=O)(=O)N1CCCC(C(=O)Oc2ccc(Cl)cc2)C1 (centres undefined)
    1 | 0.0 | 1.0 | -0.3 | -1 | -14 | 0 | 6
CC1=C(C(=O)OCc2ccccc2)C(c2ccccc2Cl)NC(=O)N1CCCC(=O)O (centres undefined)
    -7 | 0.0 | 0.4 | 0.0 | -3 | 0 | -5 | 15
c1ccc2c(Nc3nc(-c4ccncc4)nc4ccccc34)cccc2c1
    -3 | 0.0 | -2.3 | 0.0 | 0 | 2 | 4 | ·
O=C1c2ccccc2NC(c2ccc(-c3ccccc3F)o2)N1O (centres undefined)
    25* | 0.1 | -0.7 | -0.1 | 4 | -228 | -10 | 2
Cc1ccc(C2=C/C(=C/c3cccnc3)C(=O)O2)c(C)c1
    1 | 0.0 | 3.1 | · | 2 | -24 | · | -6
Cc1ccsc1C(=O)OCc1nnc(-c2ccccc2)o1
    2 | 0.1 | 2.7 | · | 1 | -26 | -4 | 18
NC1=NC(c2cccc(Cl)c2)N(CCc2ccc(F)cc2)C(N)=N1 (centres undefined)
    -4 | 0.0 | -0.8 | · | -2 | -6 | 17 | 26
O=C(O)/C=C/C(=O)N1CCN(C(c2ccccc2)c2ccccc2)CC1
    3 | -0.1 | -1.9 | 2.9 | 0 | -17 | 4 | -24
Cc1noc(C)c1NC(=O)Nc1ccc2c(c1)C(=O)N([C@@H](C)CO)C[C@H](C)[C@@H](CN(C)C)OCCCC[C@H](C)O2
    1 | -0.2 | -0.6 | 0.1 | 2 | -5 | 6 | 23
CCSC1=C(C#N)C(c2ccc(F)cc2)CC(=O)N1 (centres undefined)
    4 | -0.1 | -1.0 | 0.0 | -1 | -13 | -12 | -2
CC(C)NC(=O)NCC[C@H]1CC[C@H](NC(=O)CN(C)C)[C@@H](CO)O1
    -5 | 0.1 | 0.5 | 1.4 | -3 | 12 | -7 | 5
CC(C)N1CCN(Cc2ccc(C#CC(C)(C)O)s2)CC1CCO (centres undefined)
    6 | 0.0 | 0.4 | · | -3 | -6 | -1 | -5
C[C@@H]1CN([C@@H](C)CO)C(=O)c2cccc(NC(=O)Nc3ccc4c(c3)OCO4)c2O[C@H]1CN(C)C(=O)Nc1ccc(F)cc1
    -5 | 0.0 | -1.8 | 0.0 | · | · | 10 | -15
CN(C(=O)c1cccc(NC(=O)Cc2ccc(NC(=O)C3CCCN(C(=O)CCc4ccccc4)C3)cc2)c1)C1CCC1 (centres undefined)
    3 | -0.1 | 1.0 | -0.8 | -1 | -8 | -6 | -16
O=C(COC(=O)/C=C/c1ccc(Cl)cc1)NC1CCS(=O)(=O)C1 (centres undefined)
    ? | 0.1 | 0.7 | -2.4 | 0 | -4 | -7 | 15
Cc1ccccc1-c1nc(CS(=O)(=O)CC(=O)NCc2ccc(F)cc2)c(C)o1
    -3 | -0.2 | -0.8 | -0.7 | -1 | -3 | 6 | -20
COc1cccc(C#Cc2cnc3c(c2)C(=O)N([C@@H](C)CO)C[C@H](C)[C@H](CN(C)C(=O)C2CC2)O3)c1
    -8 | 0.0 | -0.7 | -0.2 | 1 | 11 | 0 | -13

Below each compound: DENV2 CPE | XiGFP reactiv | CFTR F508del cor | E-selectin induc | CASP6 VEID inh | RAD52 inh | RAD54 inh | GSIS activator
C[C@H]1CN([C@@H](C)CO)S(=O)(=O)c2ccc(-c3ccc(C#N)cc3)cc2O[C@H]1CN(C)Cc1cccc(F)c1
    15 | -1.0 | 2.8 | 0.1 | 0 | 0 | 2 | 6
O=C(O)c1ccccc1Nc1ccc(OC(F)F)cc1
    2 | -0.2 | -1.7 | 0.5 | -3 | 1 | · | -17
O=C(O)CN1C(=O)c2ccc(Oc3ccc4c(c3)C(=O)N(CC(=O)O)C4=O)cc2C1=O
    9 | 0.3 | -0.9 | · | -4 | -21 | · | 26
N#C[C@H]1[C@H](c2ccc(C#CC3CCCC3)cc2)[C@@H](CO)N1C(=O)Cc1ccccn1
    7 | -0.1 | -4.4 | 1.2 | 0 | -66 | · | -9
C[C@@H]1CN([C@@H](C)CO)C(=O)c2cc(NC(=O)c3ccncc3)ccc2O[C@@H](C)CCCCO[C@@H]1CN(C)C
    -11 | -0.1 | 0.9 | 0.0 | -7 | -12 | 3 | 40
CC(C)(C)C(=O)Nc1nnc(SCc2cccc(F)c2)s1
    -6 | 0.7 | 3.7 | 0.5 | -5 | -8 | · | -31
CNC(=O)C[C@@H]1CC[C@@H]2[C@H](COc3ccc(NS(=O)(=O)c4ccccc4C)cc3C(=O)N2C)O1
    5 | 0.0 | -0.1 | 0.1 | 2 | 18 | -13 | -2
CC1=Nc2ccccc2N=C(NC(=O)/C=C/C(=O)O)C1c1ccccc1 (centres undefined)
    2 | · | -0.3 | -0.3 | 3 | -18 | · | 35
COc1ccc([C@H]2CC(=O)C=C(c3cccc(C(C)C)c3)C2)cc1OC
    1 | 0.2 | 2.2 | 0.0 | 0 | -10 | -8 | -7
c1cncc(CSc2ccc(-c3cccnc3)nn2)c1
    · | -0.1 | -3.5 | · | 1 | -14 | -6 | -1
O=C(Cc1ccccc1)N1CCN(C(=O)c2ccc([N+](=O)[O-])cc2)CC1
    6 | 0.0 | 2.9 | · | 4 | 2 | · | -5
COc1ccc(S(=O)(=O)N(C)C[C@H]2OCCCC[C@H](C)Oc3ccc(NS(=O)(=O)c4cccs4)cc3C(=O)N([C@H](C)CO)C[C@@H]2C)cc1
    -7 | 0.3 | -0.1 | 0.3 | 3 | -78 | 0 | -2
COc1ccc(CN2CCN(Cc3ccccc3)C(CCO)C2)cc1OC (centres undefined)
    10 | 0.0 | · | 6.8 | -2 | -1 | · | 11
Cc1ccc(S(=O)(=O)N2CCC(=O)N([C@H](COCc3cccc(Cl)c3)Cc3ccccc3)CC2)cc1
    19 | 0.0 | 0.7 | -4.7 | 0 | 2 | · | -29
COC(=O)c1sccc1S(=O)(=O)Nc1ccc(S(N)(=O)=O)cc1
    -3 | 0.2 | 4.8 | 3.2 | -6 | 1 | -1 | 12
CCS(=O)(=O)N1CC2(C1)[C@@H](c1ccccc1)[C@@H](CO)N2C(=O)C1CCCC1
    -9 | 0.2 | -0.2 | 0.1 | 0 | -8 | · | -4
CCOc1ccc(CCNC(=O)COC(=O)COc2cc(C)cc(C)c2)cc1OCC
    4 | 0.1 | 2.0 | · | 2 | -22 | · | 45*

Compound activity as filed in PubChem BioAssay.

The order is random; any-hit rate near 3.7%.
